GASC-1 inh = human JMJD2C demethylase inhibition. actives 0.069% (n = 330,000). Q9H3R0. inhibition, % at 2.35 µM. AID 2099. GST-JMJD2C(1-420) H3K9me3 demethylation, DELFIA europium;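 active = more than half of a compound's replicate wells show inhibition beyond 50%, single wells judged on their own value; inconclusive = some, but no more than half, of replicates pass 50% inhibition; inactive = no replicate passes 50% inhibition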;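 also: signal counts dimethyl H3K9 product captured on neutravidin plate; 0% = median of DMSO wells and 100% = 0.3 times that DMSO median; strong numbers were not always called active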
Target sequence (Q9H3R0 1-420 limits assumed): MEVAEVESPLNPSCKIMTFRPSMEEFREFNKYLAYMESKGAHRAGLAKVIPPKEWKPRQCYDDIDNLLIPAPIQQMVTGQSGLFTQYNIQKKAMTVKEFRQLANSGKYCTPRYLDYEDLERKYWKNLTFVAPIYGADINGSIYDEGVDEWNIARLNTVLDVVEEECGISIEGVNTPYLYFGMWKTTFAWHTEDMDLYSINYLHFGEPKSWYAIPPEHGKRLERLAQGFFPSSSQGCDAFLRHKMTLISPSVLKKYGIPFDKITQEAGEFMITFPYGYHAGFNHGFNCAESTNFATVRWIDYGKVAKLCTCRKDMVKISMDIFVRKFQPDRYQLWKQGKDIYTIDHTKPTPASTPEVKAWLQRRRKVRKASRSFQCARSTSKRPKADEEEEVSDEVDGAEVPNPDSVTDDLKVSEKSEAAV
TPT1 inhibitor = C. albicans TPT1 enzyme inhibition. recombinant caTPT1, FP RNA substrate dephosphorylation. inhibition, % at 5 µM. actives 0.81% (n = 300,000). AID 1962;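 active = inhibition above the mean of all tested compounds plus 3 SD, set per screening campaign, cut at about 24% in these data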;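 also: plate controls were DMSO alone for no effect and ferristatin control at 100 nM for full effect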
PP1 inh = blocks human PP1-alpha phosphatase, a PP5 counter-screen; inhibition, % at 6.7 µM; AID 2235; purified PP1alpha, OMFP fluorescence; P62136; actives 0.9% (n = 320,000);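 active = inhibition above the mean inhibition of all tested compounds plus 3 SD, computed separately for each screening campaign, cut at about 15% in these data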
Target sequence (P62136 whole entry, looked up): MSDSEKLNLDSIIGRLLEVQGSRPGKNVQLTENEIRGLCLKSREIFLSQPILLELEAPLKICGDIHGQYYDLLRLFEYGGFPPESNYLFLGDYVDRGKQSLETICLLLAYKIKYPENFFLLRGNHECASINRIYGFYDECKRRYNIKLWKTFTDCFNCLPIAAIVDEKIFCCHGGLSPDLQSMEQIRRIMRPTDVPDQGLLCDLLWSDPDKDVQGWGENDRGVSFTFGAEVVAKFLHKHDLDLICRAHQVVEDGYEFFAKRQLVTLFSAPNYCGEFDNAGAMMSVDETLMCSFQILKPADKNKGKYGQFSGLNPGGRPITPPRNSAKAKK
Fh CTSL1 inh = cathepsin L1 inhibition, PFM18AAP counter-screen; recombinant F. hepatica cathepsin L1, Z-Leu-Arg-MCA fluorescence; inhibition, % at 5.96 µM; actives 0.49% (n = 300,000);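 active = inhibition above the mean of all tested compounds plus 3 SD, set per screening campaign, cut at about 17% in these data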;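 also: 0% = plate median of test compound wells and 100% = 1 µM Z-Phe-Ala-diazomethylketone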
procasp3 activ = activators of human procaspase-3; activation, % at 8.5 µM; recombinant procaspase-3 D3A, Ac-DEVD-pNA absorbance 405 nm; actives 0.11% (n = 330,000); P42574; AID 463141;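 active = activation above the mean of all tested compounds plus 3 SD, cut at about 21% in these data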;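 also: 0% = DMSO alone and 100% = DMSO wells spiked with extra 5 µM PC-3 D3A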
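Assay system – Procaspase-3 D3A mutant · Benchmarks – DMSO low control, extra-enzyme high control · Technique – 405 nm absorbance of p-nitroaniline, reads at 0 and 120 min · Doses – 8.5 µM nominal · Measure – % activation between DMSO and enzyme-spiked controls · Also added – Ac-DEVD-pNA chromogenic peptide substrate · Schedule – 1 h compound preincubation, 2 h substrate hydrolysis at 25 °C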
procasp7 counter = counter-screen: procaspase-7 (human) activation; P55210; recombinant procaspase-7, Ac-DEVD-pNA absorbance 405 nm; D23A/D198A/D206A triple mutant, cannot self-cleave; scale: DMSO 0, 5 µM enzyme 100; activation, % at 8.5 µM; actives 0.093% (n = 330,000);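 active = percent activation above the screen-wide mean plus 3 SD, cut at about 25% in these data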
Target sequence (P55210 whole entry D23A/D198A/D206A): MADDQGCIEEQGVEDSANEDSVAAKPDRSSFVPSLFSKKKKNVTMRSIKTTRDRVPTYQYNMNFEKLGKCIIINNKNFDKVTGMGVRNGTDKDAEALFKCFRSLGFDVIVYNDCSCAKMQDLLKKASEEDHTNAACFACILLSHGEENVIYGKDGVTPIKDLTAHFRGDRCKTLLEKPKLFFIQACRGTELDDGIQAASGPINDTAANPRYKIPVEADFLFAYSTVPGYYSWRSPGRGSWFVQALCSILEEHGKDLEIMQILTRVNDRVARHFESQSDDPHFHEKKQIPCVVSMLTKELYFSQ
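Material: Procaspase-7 triple mutant (PC-7 D3A) | Quantity: 2 µM procaspase-7 mutant as dispensed | Reagent: DEVD-pNA substrate | Times: 1 h preincubation, 2 h reaction | Technique: 405 nm absorbance of p-nitroaniline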
PP5 primary = inhibitors of human protein phosphatase 5 (PP5); purified PP5c, OMFP substrate fluorescence; inhibition, % at 6.7 µM; actives 0.18% (n = 320,000); AID 1987;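 active = inhibition above the campaign's mean inhibition across all tested compounds plus 3 SD, cut at about 9.5% in these data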;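 also: 0% = DMSO only and 100% = 100 µM cantharidin control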
Efflux pump inh = antifungal efflux pump inhibition, Nile Red retention. S. cerevisiae Candida pump triplex. inhibition, % at 10 µM. actives 0.44% (n = 330,000). AID 485275;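 active = plate passing quality check with inhibition over a set limit, or well fluorescence over plate mean plus 4 SD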;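 also: Nile Red retained in pooled yeast measured as flow cytometry median fluorescence; 0% = buffer negative control and 100% = Enniatin B positive control; higher means more Nile Red kept so more efflux inhibition; some compounds called inactive have numbers as strong as hits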
core dimer inh = HCV core protein dimerization inhibition. TR-FRET GST/Flag-core106 dimerization, 1536-well. inhibition, % at 5 µM. actives 0.33% (n = 300,000). AID 1899;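 active = inhibition above the mean of all tested compounds plus 3 SD, set per screening campaign, cut at about 45% in these data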
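Test system: GST/Flag-tagged HCV core106 proteins; Medium: KF-containing HEPES buffer, pH 7.45, DTT, CHAPS, BSA; Times: compound-protein-antibody incubation 4 h at 22.5 °C; Detection: TR-FRET 671 and 617 nm emission; Benchmarks: wells lacking GST-core106 and wells with excess unlabelled core106.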
* hit, by the source's call; i = inactive; u = inconclusive; x = not tested or not shown.

SMILES	GASC-1 inh	TPT1 inhibitor	PP1 inh	Fh CTSL1 inh	procasp3 activ	procasp7 counter	PP5 primary	Efflux pump inh	core dimer inh
O=C(Nc1cccc2ncccc12)C12CC3CC(CC(C3)C1)C2	5	-1	8	7	-5	-4	-4.5	0.0	-6
O=C(NC1CCCCC1)C1CCN(c2nccs2)CC1	-3	0	0	-2	6	-6	2.4	0.2	0
Cc1ccc(NC(=O)NCCCN2CCCC2=O)c(C)c1	-3	3	-1	0	-3	2	2.1	0.0	-3
Cc1cc(C)nc(SCC(=O)N2CCC(C(N)=O)CC2)n1	2	2	-3	-2	1	-4	-0.6	-0.1	-4
O=C(N/C(=C\c1cccnc1)C(=O)N1CCOCC1)c1ccco1	2	2	-2	-1	-1	2	-2.8	-0.1	5
CC(=O)/C=N/Nc1ccccc1	8	-2	-4	2	4	15	-0.4	-0.2	-2
NNC(=O)/C(=C\c1ccc(Br)cc1)NC(=O)c1cccs1	-3	-1	7	2	0	8	-0.1	-0.2	-2
COc1ccccc1N1C(=O)c2ccccc2NC1c1cc(OC)c(OC)c(OC)c1 (configuration not stated)	2	2	0	-1	-3	0	-1.0	0.0	5
CCOc1ccc(CCNC(=O)C2CSC3(C)CCC(=O)N23)cc1OCC (configuration not stated)	-10	-1	3	0	4	8	0.6	0.0	13
CC/C(O)=N\S(=O)(=O)c1ccc(N=NN(C)C)cc1	-5	2	-5	0	-6	1	-0.3	0.0	-1
CC(=O)NC(CC(=O)Nc1nc(C)cs1)c1ccccc1 (configuration not stated)	16	-5	1	-3	-3	2	-0.2	0.2	-4
CCOc1ccc2nc(SCC(=O)N3CCCCCC3)c(C#N)cc2c1	-3	0	-1	-1	3	7	0.9	-0.1	17
CC1(C)CC(=O)C2=C(C1)NC(SCC(=O)Nc1ccccc1)=C(C#N)C21CCCCC1	4	-5	-4	-1	4	-3	4.0	0.1	20
COc1ccc(/C=C/c2nc(-c3ccccc3)cc(=O)[nH]2)cc1	-9	-5	-1	9	-3	-2	0.0	0.4	-5
S=C(Nc1cccnc1)Nc1ccccn1	-26	0	-4	-4	-5	-2	0.3	0.0	5
COc1ccccc1N1CCN(C2CCCN(C(=O)c3cc(C)oc3C)C2)CC1 (configuration not stated)	11	-2	3	-2	4	-8	4.1	0.4	-2
O=C(CCCSc1nc(-c2ccco2)cc(C(F)(F)F)n1)NCC1CCCO1 (configuration not stated)	12	1	3	5	-2	5	3.5	0.0	0
COC(=O)C1CN(C(=O)c2ccc(OC(F)F)cc2)c2ccccc2O1 (configuration not stated)	4	0	-1	0	1	1	0.3	0.1	4
COc1cccc(N=c2oc3ccc(OC)cc3cc2-c2nc3ccccc3[nH]2)c1	u	2	3	-1	4	-13	3.8	0.1	8
COc1ccccc1N1CCN(C(=O)c2cc(-c3cccc(Cl)c3)on2)CC1	i	-1	-2	0	4	6	-0.5	-0.1	2
CN(CC(=O)NCC(c1ccccc1)N1CCCC1)S(=O)(=O)c1ccc(Cl)cc1 (configuration not stated)	8	x	3	x	6	-4	2.9	0.2	x
Cc1cccc(C)c1NC(=O)CN1C(=O)COc2ccccc21	-1	-3	-5	5	-1	2	-6.5	-0.1	-13
O=C(Nc1cc(Cl)cc(Cl)c1)c1cccnc1	13	-2	-4	4	1	12	4.4	0.3	-4
O=C(O)c1cn(Cc2ccccc2)c2ccc(Cl)cc2c1=O	-5	1	17*	10	7	-3	0.6	0.0	5
COCOc1ccc(/C=C/C(=O)c2c(OCOC)cc(OCOC)c(CC=C(C)C)c2O)cc1OCOC	7	-4	-2	0	8	-1	-1.1	0.0	-1
CCCCC(=O)OCC(=O)Nc1ccc(C)c(F)c1	-9	-6	-2	-1	-5	-4	0.1	-0.1	-6
Cc1nc(CNC(=O)CC2C(=O)NCCN2Cc2ccoc2)nc2c1CCCC2 (configuration not stated)	-2	-1	-2	-2	10	9	-1.0	0.0	1
O=C(Cc1ccccc1F)Nc1ccc(S(=O)(=O)Nc2ncccn2)cc1	2	-1	3	-3	-6	9	1.0	0.0	-10
Cc1ccc(-n2nnnc2CNC(=O)c2ccc([N+](=O)[O-])o2)cc1C	18	2	-2	2	-4	8	1.7	-0.1	3
O=C(c1ccc(-c2nnc(Nc3ccccc3)c3ccccc23)cc1)N1C[C@H]2C[C@H](C1)c1cccc(=O)n1C2	31	2	6	-2	6	4	1.8	-0.1	60*
O=C(O)CCC(=O)Nc1nc2nccc(-c3ccccc3)n2n1	6	-1	-4	1	7	0	-0.9	-0.1	3
Cc1cccc(NC(=S)NCCN2CCOCC2)c1	-3	-1	-2	1	7	7	-1.4	-0.1	0
CCc1ccccc1NC(=O)c1cc(-c2cccc(O)c2)on1	8	-2	0	1	9	1	3.2	-0.1	24
O=C(/C=C/c1ccc(S(=O)(=O)N2CCOCC2)cc1)NCc1ccc(Cl)cc1	7	3	-1	1	-2	11	0.2	-0.1	-1
O=C(Cc1cccs1)Nc1ccc(-c2nnn(CC(=O)N3CCOCC3)n2)cc1	3	2	1	-3	1	3	2.6	-0.1	41
O=C(O[C@H]1[C@H](Oc2ccccc2COC(=O)C2(O)C=CCCC2=O)O[C@H](CO)[C@@H](O)[C@@H]1O)c1ccccc1 (some centres not stated)	-5	5	-5	-5	-2	-6	4.1	0.2	-13
O=C(Nc1ccc(Cl)cc1F)C1CC1	3	-2	-1	-2	-1	1	3.1	0.1	2
Cc1cc(=O)[nH]c(N2CCCNCC2)n1	-7	-4	2	0	3	-6	1.1	0.1	13
COc1ccc(/C=N/n2c(C)nc3ccccc3c2=O)cc1	-5	-6	5	0	-11	-1	0.8	0.2	1
O=C(Cc1cccs1)Nn1c(Cc2cccs2)nc2ccccc2c1=O	0	3	2	-2	3	12	1.7	0.0	16
COc1ccc(Cl)cc1NC(=O)c1cnccn1	-1	3	10	1	-1	4	1.3	-0.1	10
O=C(CN1CCN(c2ccc(Cl)cc2)CC1)NCc1cccs1	-3	-3	-5	3	-3	-2	0.3	-0.1	-12
C=CCN1C(=O)CSC1=Nc1ccc(O)cc1	-2	-4	1	-6	1	3	-0.2	-0.1	-3
COC(=O)c1sc(C(C)(C)C)cc1CSc1ccccc1	-9	0	-3	-3	3	8	6.8	-0.3	-6
N#Cc1cccc(NC(=O)Cn2cnc(S(=O)(=O)N3CCc4ccccc43)c2)c1	-1	-1	-3	-3	-2	2	0.8	-0.5	5
CSc1nc(C)nc(C2CC2)c1C#N	-21	1	-2	-1	-5	6	-1.3	0.0	-2
OCC[C@@H]1C[C@H](O)[C@@H](O)[C@]2(Cc3ccccc3CCO2)O1	-2	-3	1	1	13	0	-0.3	-0.2	12
O=C(N/N=C/c1ccc(OCc2ccccc2)cc1)c1ccc(O)cc1	-4	4	0	8	-3	2	1.9	0.2	1
CN(C)CCC(O)(c1ccccc1)c1ccccc1	-2	-1	-2	-1	1	13	1.4	-0.1	1
COc1ccc(-c2csc(NC(=O)c3ccccc3C(=O)O)n2)cc1	-4	-2	-3	0	1	-4	2.1	-0.2	-12

4 entries from above, as a markdown table:
| Structure | GASC-1 inh | TPT1 inhibitor | PP1 inh | Fh CTSL1 inh | procasp3 activ | procasp7 counter | PP5 primary | Efflux pump inh | core dimer inh |
| --- | --- | --- | --- | --- | --- | --- | --- | --- | --- |
| OCC[C@@H]1C[C@H](O)[C@@H](O)[C@]2(Cc3ccccc3CCO2)O1 | -2 | -3 | 1 | 1 | 13 | 0 | -0.3 | -0.2 | 12 |
| O=C(N/N=C/c1ccc(OCc2ccccc2)cc1)c1ccc(O)cc1 | -4 | 4 | 0 | 8 | -3 | 2 | 1.9 | 0.2 | 1 |
| CN(C)CCC(O)(c1ccccc1)c1ccccc1 | -2 | -1 | -2 | -1 | 1 | 13 | 1.4 | -0.1 | 1 |
| COc1ccc(-c2csc(NC(=O)c3ccccc3C(=O)O)n2)cc1 | -4 | -2 | -3 | 0 | 1 | -4 | 2.1 | -0.2 | -12 |

Other results.
SMILES	GASC-1 inh	TPT1 inhibitor	PP1 inh	Fh CTSL1 inh	procasp3 activ	procasp7 counter	PP5 primary	Efflux pump inh	core dimer inh
CC(=O)Nc1nc(SCC(=O)Nc2nnc(C)s2)[nH]c(=O)c1NC(=O)c1cccs1	-4	0	-7	-8	-1	3	-0.1	2.2	-3
C=CC[N+](C)(C)c1ccc(CCC(=O)CCc2ccc([N+](C)(C)CC=C)cc2)cc1	x	-1	-4	3	0	-1	0.8	0.0	2
CC1(C)CC(=O)C(CC2C(=O)CC(C)(C)CC2=O)C(=O)C1	-8	-5	-1	1	-9	-6	0.9	0.0	-2
NC(=O)C1CCN(c2oc(/C=C/c3ccccc3)nc2S(=O)(=O)c2ccccc2)CC1	-2	-1	-1	1	-5	3	-0.8	-0.2	0
O=C(Nc1ncc2c(n1)-c1ccccc1CC2)c1ccccc1	-12	3	0	0	-1	4	2.5	0.1	0
Cc1cccc(OCc2nc(C#N)c(NCCN(C)C)o2)c1	3	-4	-1	-1	-3	0	0.9	-0.2	-19
CCCCC(=O)Nc1cccn2ncnc12	-11	1	-1	-1	5	0	-1.5	-0.2	-4
Cc1ccccc1OCc1nnc(SCC(=O)N2c3ccccc3Sc3ccc(Cl)cc32)o1	3	-3	-1	2	0	13	-1.2	0.0	8
COc1ccc(S(=O)(=O)N2CCCCCC2)cc1NS(=O)(=O)c1cc(C(=O)O)cc(C)c1C	-16	x	-8	x	4	4	-1.2	0.0	x
Cc1cccc(N2C(=O)CC(Sc3ncn[nH]3)C2=O)c1 (configuration not stated)	0	-1	6	-2	-22	-20	2.0	0.2	16
Cc1cc(C)cc(NC(=O)NC(C)C2CCCO2)c1 (configuration not stated)	-22	0	-2	-4	2	0	-1.5	0.2	2
CCc1ccc(NC(=O)C2=CC(c3cccs3)=NS(=O)(=O)N2C)cc1	2	1	3	2	1	8	4.9	0.2	11
CCC(C)c1ccccc1NC(=O)CN(C)CC(=O)Nc1ccccc1SC (configuration not stated)	9	0	-2	1	-2	9	0.2	0.0	-1
Cc1ccc(NC2=NC(c3ccccc3)n3c(nc(C)cc3=O)N2)cc1 (configuration not stated)	-17	-3	-2	-5	-1	0	0.5	-0.2	-6
Cc1nnc(SCC(=O)N(C)c2ccccc2)n1-n1cccc1	-3	1	-2	0	-1	10	-1.4	0.0	-3
Cn1c(SCc2ccccc2)nnc1-c1ccc(O)cc1	17	-2	1	0	7	-8	1.8	0.0	0
CCOC(=O)C1CCN(C(=O)COc2ccc(S(=O)(=O)NC(C)C)cc2)CC1	10	3	0	-2	-3	-9	2.3	-0.1	-2
CCCOc1ccc(CCC(=O)O)cc1	0	3	-4	2	3	1	2.4	-0.1	0
COc1cccc(C(=O)NCc2cn3ccsc3n2)c1	1	-1	-8	-2	-4	-2	-1.5	-0.2	-5
CC(=O)N(C)c1ccc(NC(=O)Nc2ccc(Cl)cc2)cc1	11	1	1	4	-12	0	2.7	0.4	2

Screening data deposited in PubChem by several laboratories.
